HP1b chromo inh: inhibitors of HP1-beta chromodomain binding to methylated histone tails; P83916; AlphaScreen HP1-beta / biotin-H3K9me3 peptide binding; Potency, µM (series often up to 114 µM), for the others: at the highest dose activity change, negative = inhibition, usual class: inhibitors; 390,000 tested, 0.56% active; also: potency is read from the fitted curve at half-maximal effect; nearly all actives have a fitted effect of over 70% in size; inactives centre near 23
Target sequence (P83916 whole entry, looked up): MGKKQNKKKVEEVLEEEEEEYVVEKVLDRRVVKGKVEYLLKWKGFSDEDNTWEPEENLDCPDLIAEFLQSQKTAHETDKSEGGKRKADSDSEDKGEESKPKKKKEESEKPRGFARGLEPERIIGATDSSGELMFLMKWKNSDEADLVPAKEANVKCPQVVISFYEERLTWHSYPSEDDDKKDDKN
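Compound inhibition of the preformed complex between 50 nM HP1-beta and 50 nM biotinylated H3K9me3 peptide was read by AlphaScreen. Buffer was PBS pH 7.4 with 0.01% Tween-20. Incubations ran 30 min at room temperature, with 10 ug/mL donor/acceptor beads.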
ERG Ets-DNA blk: blocks human ERG Ets domain binding to DNA | P11308 | fluorescence polarization, His-ERG Ets domain / labelled DNA | Potency, µM (series often up to 76.9 µM), for the others: at the highest dose FP activity, negative = inhibition, usual class: inhibitors | 370,000 tested, 0.028% active | AID 624246; active = well fitted inhibition curve with a large enough effect in the polarisation, with a control signal flat; inconclusive = small, poorly fitted or top-dose-only effect, or effect the other way, or a change in a side signal; inactive = no such curve, though single readings can be large or run the other way; the % refers to the polarisation;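 also: polarization taken with two DNA probes labelled with fluorescein and Texas red; potency is read from the fitted curve at half-maximal effect; % of control where 0% means no effect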
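His-tagged ERG Ets domain (1 uM in the protein solution; 300mM KCl, 50mM Tris-HCl, 1mM EDTA, 1mM DTT, pH 7.5) received compound, then a probe mix of 5 nM fluorescein-DNA and 100nM Texas-615-DNA. Fluorescence polarization was read for both dyes.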
ALOX12 inh: blocks human arachidonate 12S-lipoxygenase; Potency, µM (top dose mostly 108 µM), for the others: top-dose activity change, negative = inhibition, most hits filed as inhibitors; AID 1671190; 580,000 tested, 1.1% active; P18054; purified 12hLO, xylenol orange hydroperoxide absorbance; also: potency is read from the fitted curve at half-maximal effect; % is scaled to controls: 0 for no effect and ±100 for the full control effect
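Hydroperoxide product was detected by ferrous iron/xylenol orange as the 573 to 405 nm absorbance ratio. Arachidonic acid at 40 uM (final) was turned over for 30 min at room temperature by 150 nM human 12hLO, pH 7.0 Hepes buffer, after 15 min compound preincubation.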
G9a block: blocks human histone lysine methyltransferase G9a. G9a H3K9 monomethylation, AlphaScreen, 2 h. Potency, µM (series often up to 102 µM), without a hit: at the top dose activity, negative = inhibition, most hits filed as inhibitors. 350,000 tested, 8.8% active. AID 504332; also: potency is read from the fitted curve at half-maximal effect; % is scaled to controls: 0 for no effect and ±100 for the full control effect; nearly all actives have a fitted effect of over 75% in size
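Readings reflect AlphaScreen signal from monomethyl-H3K9 antibody detection. HMT at 20 nM; substrate b-H3K9 500 nM; cofactor SAM 20 uM; 2 h RT reaction; compounds tested as titrations in qHTS with 15 min preincubation.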
JMJD2A Tudor inh: JMJD2A Tudor domain (human) inhibition | O75164 | AlphaScreen JMJD2A-Tudor / H3K4me3 peptide binding | Potency, µM (top dose mostly 114 µM), for the others: at the top dose activity change, negative = inhibition, actives largely listed as inhibitors | 390,000 tested, 4.4% active | AID 504339; also: potency is read from the fitted curve at half-maximal effect; % is scaled to controls: 0 for no effect and ±100 for the full control effect; nearly all actives have a fitted effect of over 50% in size
RGS4 inh: human RGS4 inhibition | P49798 | Transcreener GDP fluorescence polarization, RGS4-accelerated GTP hydrolysis | Potency, µM (top dose mostly 114 µM), inactives show top-dose activity change, negative = inhibition, usual class: inhibitors | 390,000 tested, 0.039% active | AID 504845; also: potency is read from the fitted curve at half-maximal effect; % is scaled to controls: 0 for no effect and ±100 for the full control effect; nearly all actives have a fitted effect of over 75% in size; some results filed as inactive show a strong effect at the top dose
Target sequence (P49798 whole entry, looked up): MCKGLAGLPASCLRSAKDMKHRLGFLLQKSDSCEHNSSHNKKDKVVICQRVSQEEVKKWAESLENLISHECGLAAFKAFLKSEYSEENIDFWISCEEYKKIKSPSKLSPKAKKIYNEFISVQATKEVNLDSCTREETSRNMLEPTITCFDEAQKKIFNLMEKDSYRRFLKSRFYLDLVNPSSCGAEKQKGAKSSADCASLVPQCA
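MLSMR compounds (23 nl, pin-transferred) preincubated 10 min at room temperature with a 500nM (2x) first reagent, then RGS4 at 900nM (2x) plus Transcreener GDP mix added; fluorescence polarization (620/688 nm) read before and after 90 min at 30 °C.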
GLS inhibitor: glutaminase GLS (human) inhibition; O94925; GLS enzymatic activity, qHTS titration; Potency, µM (titrated, usually from 45.5 µM), without a hit: at the highest dose activity change, negative = inhibition, most hits filed as inhibitors; 410,000 tested, 0.21% active; also: potency is read from the fitted curve at half-maximal effect; % is scaled to controls: 0 for no effect and ±100 for the full control effect
Target sequence (O94925 whole entry, looked up): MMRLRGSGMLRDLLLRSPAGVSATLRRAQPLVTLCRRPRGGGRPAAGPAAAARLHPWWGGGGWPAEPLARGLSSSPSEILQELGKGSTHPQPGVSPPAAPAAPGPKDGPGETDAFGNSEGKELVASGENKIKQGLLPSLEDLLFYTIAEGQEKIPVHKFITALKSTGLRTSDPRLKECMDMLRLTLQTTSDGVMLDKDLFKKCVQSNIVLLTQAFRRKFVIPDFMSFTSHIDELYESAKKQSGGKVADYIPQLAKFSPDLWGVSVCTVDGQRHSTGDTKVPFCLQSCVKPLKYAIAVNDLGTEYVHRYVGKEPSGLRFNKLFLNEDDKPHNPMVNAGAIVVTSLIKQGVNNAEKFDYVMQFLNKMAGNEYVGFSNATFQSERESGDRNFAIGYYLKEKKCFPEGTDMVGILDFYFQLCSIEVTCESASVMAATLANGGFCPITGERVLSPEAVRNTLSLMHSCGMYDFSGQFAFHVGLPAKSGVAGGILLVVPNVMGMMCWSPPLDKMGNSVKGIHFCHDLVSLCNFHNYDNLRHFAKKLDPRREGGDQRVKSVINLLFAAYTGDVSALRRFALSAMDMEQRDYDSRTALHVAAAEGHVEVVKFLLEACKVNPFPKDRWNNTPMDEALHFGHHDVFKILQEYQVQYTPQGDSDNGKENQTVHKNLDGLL
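hKGA; 45 mM KH2PO4 pH 8.2 + 0.02% Tween-20; cpd via pin tool; 1 mM Gln soln; GluOx/HRP/Amplex Red; RT 30 min; fluor. t0 & final.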
PI4K2A inh: inhibitors of human PI4K2A; Q9BTU6; purified PI4K2A, ADP-Glo luminescence, 1 h; active compounds read low; activity change, negative = inhibition, % at 76.9 µM; 420,000 tested, 0.13% active; in the data active = activity change below about -50%; inconclusive = mostly about -30% to -49%;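 also: -100% = wells without enzyme as full effect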
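PI4K2A activity was measured by ADP-Glo luminescence: enzyme (4 ug/mL stock) and phosphatidylinositol (1.2 mM stock) in Tris pH 7.5/MgCl2/EGTA/Triton X-100 buffer were reacted with ATP (300 microM stock) for one hour at ambient temperature.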
BAZ2B block: blocks human BAZ2B | Q9UIF8 | AlphaScreen BAZ2B-H3K14Ac peptide displacement | Potency, µM (highest dose often 114 µM), for inactives: at the highest dose activity change, negative = inhibition, most hits filed as inhibitors | 360,000 tested, 4.4% active | AID 504333; also: potency is read from the fitted curve at half-maximal effect; % is scaled to controls: 0 for no effect and ±100 for the full control effect; nearly all actives have a fitted effect of over 60% in size
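Inhibition is scored as reduced AlphaScreen emission. The BAZ2B/b-H3(5-23)K14Ac complex (50 nM each) in PBS pH 7.4, 0.01% Tween-20 meets compound (up to 110 uM) for 30 min at RT before bead addition.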
Active calls of the source: *; ? = inconclusive; nt = not tested or not shown; & = joins results of further samples; [ ] = dose if it differs, or a comment. Unless noted, calls follow the shape of the dose curve; as a rule, active = well fitted curve in the direction sought with a large enough effect; inconclusive = small, poorly fitted or top-dose-only effect, or another doubt; inactive = no such curve, though single readings can be large; an effect the other way counts as inactive or inconclusive. The list is partial; the hit share may differ from the screen's.

SMILES	HP1b chromo inh	ERG Ets-DNA blk	ALOX12 inh	G9a block	JMJD2A Tudor inh	RGS4 inh	GLS inhibitor	PI4K2A inh	BAZ2B block
C=CCOc1ccc(CNC(C)(C)CO)cc1OCC	15%	4%	0%	22%	-9%	-26%	5%	-9	4%
C/C(=N\NC(N)=O)c1c(F)cccc1F	19%	-21%	98%[activator]	2%	7%	3%	-12%	-2	2%
O=C(NNC(=O)c1ccc(-c2ccc([N+](=O)[O-])cc2)o1)c1ccncc1	2%	0%	-25%	-8%[2.33 µM]	-26%	10%	19%	-2	-34%
C/C(=N\Nc1nc(C)cc(C)n1)c1ccc(N2CCOCC2)cc1	34%	-18%	-2%	-1%	-21%	-8%	9%	-6	-10%
O=C(CC1C[C@H](C(=O)N2CCCCC2)[C@@]2(CCc3ccccc3)c3[nH]c4ccccc4c3CCN2C1=O)NCCc1ccccn1 (stereo partly drawn)	4%	7%	5%	nt	?	-10%	4%	-2	nt
CCc1ccc(-n2c(CCC(=O)O)ccc2-c2cccs2)cc1	?	2%	?	10µM*	?	-48%	22%	0	?
COC(=O)c1c(NC(=O)CC2Nc3ccccc3NC2=O)sc(C)c1C (stereo not drawn)	50%	nt	11%	-8%	-5%	-23%	?	-3	-32%
CC1(C)Cc2c(sc(NC(=O)c3ccco3)c2C#N)CO1	34%	-11%	-11%	-27%[59 µM]	-14%	-15%	4%	-3	-31%
CCCCn1c(N)c(N(CC(C)C)C(=O)c2cc3ccccc3cc2OC)c(=O)[nH]c1=O	9%	0%	21%	nt	-6%	0%	-2%	-2	nt
CCOC(=O)c1sc(N)nc1C(F)(F)F	?	15%	-28%	nt	-19%	?	?	5	nt
O=c1c2cccnc2[nH]c(=S)n1CCCN1CCN(c2ccccc2F)CC1	32%	28%	-5%	25%[2.33 µM]	-16%	6%	2%	5	5%
O=C(c1nc2ccc(Cl)cn2c1CN1CCC(CO)CC1)N1CCc2ccccc2C1	37%	0%	-19%	93%[activator]	-10%	3%	4%	-3	3%
COc1cc(C(=O)Nc2ccccc2-c2nc(-c3ccc(C)cc3)no2)cc(OC)c1OC	29%	1%	-8%	-32%[59 µM]	-3%	10%	-15%	4	-27%
Cc1ccc(NC(=O)CSc2nc3ccccc3nc2Cc2ccccc2)c(C)c1	21%[57 µM]	-1%	-28%	-2%[59 µM]	-11%	-26%	-1%	3	0%
COc1cc(C(=O)CSc2nnc(-c3ccc(O)cc3)n2CC2CCCO2)ccc1NC(C)=O (stereo not drawn)	33%[activator]	nt	-10%	-10%[59 µM]	-4%	-5%	-6%	1	-1%
Cc1nn(C)c(C(=O)Sc2ccccc2)c1[N+](=O)[O-]	44%[activator]	0%	0%	?	-14%	-4%	0%	29	-13%
COc1ccc(CNC(=O)CSc2ncnc3ccccc23)cc1OC	35%	-4%	-3%	-24%	2%	-17%	2%	-1	-21%
COC(=O)CSc1ncnc2c1cnn2Cc1ccccc1	51%	-2%	231%[activator]	6%	3%	12%	0%	0	6%
Cc1oc(-c2ccccc2Cl)nc1CS(=O)CC(=O)N1CCN(c2ccccc2)CC1 (stereo not drawn)	15%	15%	-16%	-7%	-17%	17%	6%	1	-30%
Cc1ccc(C2(CC(=O)N3CCCC3)CCOC(C(C)C)C2)cc1 (stereo not drawn)	24%	-8%	0%	-5%	-2%	-15%	-6%	-1	7%
COc1cc2c(cc1OC)C(c1cccs1)N(C(=O)c1ccc(S(=O)(=O)N(C)C)cc1)CC2 (stereo not drawn)	23%	15%	1%	4%[12.7 µM]	?	15%	-1%	0	-11%
O=C(NCc1ccc(Cl)cc1)c1ccc(NC(=O)C2CCCO2)cc1 (stereo not drawn)	31%	-3%	0%	?	0%	7%	0%	-1	0%
COc1ccc(/C=C(/NC(=O)c2ccccc2)C(=O)N2CCC(C)CC2)cc1	2%	-10%	-16%	22%	-10%	13%	-11%	3	-13%
Clc1ccccc1-c1nc(-c2ccncc2)no1	103%&60%[activator]	-2%&0%	?	29%&77%	-2%&12%	-19%[56.9 µM]	-15%&-1%&4%	0&-1&-1	1%&17%
Cc1ccc2c(c1)C(c1ccc(F)cc1)N(C(=O)c1ccc(OC(C)C)cc1)CC(=O)N2 (stereo not drawn)	34%	-30%	-30%	-35%[59 µM]	-32%	-8%	-7%	-2	-15%
More entries follow:
SMILES	HP1b chromo inh	ERG Ets-DNA blk	ALOX12 inh	G9a block	JMJD2A Tudor inh	RGS4 inh	GLS inhibitor	PI4K2A inh	BAZ2B block
CN(C(=O)c1cccc(NC(=O)Cc2ccc(NC(=O)C3CCCN(C(=O)c4ccccc4)C3)cc2)c1)C1CCCCC1 (stereo not drawn)	14%	5%	-9%	nt	-18%	-3%	0%	-3	nt
CCN=C(NC#N)SCc1c(F)cccc1Cl	31%	-4%	-19%	3%[59 µM]	-8%	4%	0%	-2	-2%
Cc1ccc2[nH]c3c(c2c1)CCN1C(=O)OC(C)(C)C31C (stereo not drawn)	28%	0%	23%	9%	-18%	10%	-10%	-3	-12%
COc1ccc(Br)cc1CNC(=O)CCc1nc(-c2ccc(C)cc2)no1	43%[activator]	-4%	0%	23%[12.7 µM]	-18%	-3%	2%	-3	9%
Cc1[nH]n(-c2ccccc2)c(=O)c1S(=O)(=O)c1ccccc1	33%	0%	?	45µM*	-27%	-5%	2%	?	42%[activator]
CCOc1cc(/C=C2/SC(=S)N(CC(=O)O)C2=O)ccc1OC(=O)c1cccs1	-1%	64%[activator]	?	?	?	-13%[56.9 µM]	21%	5	?
COc1ccccc1CNC(=O)c1c(-c2ccccc2Cl)noc1C	29%	-4%	-23%	-7%	3%	2%	-1%	-18	9%
CC(C)C(c1nnnn1Cc1ccc(F)cc1)N1CCN(C(=O)c2ccco2)CC1 (stereo not drawn)	32%	10%	?	-12%[59 µM]	-13%	-12%	-4%	3	8%
Cc1cc(=O)oc2cc(OCCSCCN3CCCCC3)ccc12	10%	-3%	144%[activator]	3%	-10%	22%	7%	1	5%
Cc1cc(C)nc(SCc2nnc(SCC(=O)Nc3nc(-c4ccccc4)cs3)n2C)n1	-28%	-8%	0%	0%[59 µM]	-7%[11.4 µM]	-5%[11.4 µM]	-14%	2	9%
O=C1OCc2cccc3cccc1c23	14%	7%	14%	22%	-14%	24%	0%	18	-31%
CCNC(=O)c1cc(S(=O)(=O)N(C)C)c(Cl)cc1Cl	39%[activator]	5%	7%	-4%	-7%[11.4 µM]	-13%	1%	-3	-7%
Cc1ccc(-c2nn(CC(=O)O)c(=O)c3ccccc23)cc1	13%	7%	?	15%[59 µM]	-25%	9%	4%	3	0%
c1ccc(Cc2nnc(N3CCCCC3)c3ccccc23)cc1	13%	-6%	1%	-4%	-15%	?	1%	-3	-4%
Oc1ccc(/C=N/Nc2ccnc3cc(Cl)ccc23)c(O)c1	3%	17%	-29%	-5%[12.7 µM]	-15%	?	6%	-4	-11%
COC(=O)c1sc(-c2ccc(Cl)cc2)cc1NC(=O)COCC(=O)O	23%	-2%	263%[activator]	56µM*	-20%	-8%	-10%	-4	?
Cc1cccc(-c2nc3scc(CCNS(=O)(=O)c4ccc(F)c(C(F)(F)F)c4)n3n2)c1	28%	2%	0%	5%[59 µM]	0%	9%	3%	-7	0%
COCCCNC(=S)Nc1ccc2nc(N3CCOCC3)cc(C)c2c1	21%	2%	-19%	?	-12%	-17%	-2%	-3	-19%
CC(C)(C)c1ccc(C(=O)NCC(=O)OCC(=O)Nc2ccccc2[N+](=O)[O-])cc1	-2%	?	-8%	?	?	-9%	-4%	5	-38%
Cc1ccc(CN2CCNC(=O)C2CC(=O)NCC(F)(F)F)o1 (stereo not drawn)	18%	-6%	10%	3%[0.501 µM]	-17%	-17%	0%	3	0%
CCN(C[C@H]1N[C@@](CC)(C(=O)OC)[C@H]2C(=O)N(C)C(=O)[C@@H]12)S(=O)(=O)c1ccccc1	54%[activator]	-8%	-13%	nt	-8%	13%	-2%	-2	nt
CCCCCCNC(=O)c1c[nH]c2ccc(S(=O)(=O)N(C)c3ccc(C(C)C)cc3)cc2c1=O	35%	-1%	?	-5%[59 µM]	?	11%	-5%	1	1%
CCCCOc1ccc(C(C)NC(=O)C2CCCN(S(=O)(=O)CC)C2)cc1 (stereo not drawn)	39%	-4%	0%	31%[0.501 µM]	16%	-1%	1%	11	-5%
Cc1ccc(C2Nc3ccccc3NC3=C2C(=O)OC(C)C3)cc1 (stereo not drawn)	16%	-1%	-16%	-3%[59 µM]	-4%	4%	8%	3	4%
c1ccc2c(C3=NNC(=NC4CCCCC4)SC3)c[nH]c2c1	-17%	1%	?	?	?	-21%	11%	-9	?
Cc1ccccc1C(=O)Nc1cccc(-c2cn3cccnc3n2)c1	27%[57 µM]	3%	-23%	3%[59 µM]	-20%	-12%	2%	1	3%

Marked active in G9a block, of those listed so far:
SMILES	HP1b chromo inh	ERG Ets-DNA blk	ALOX12 inh	G9a block	JMJD2A Tudor inh	RGS4 inh	GLS inhibitor	PI4K2A inh	BAZ2B block
CCc1ccc(-n2c(CCC(=O)O)ccc2-c2cccs2)cc1	?	2%	?	10µM*	?	-48%	22%	0	?
Cc1[nH]n(-c2ccccc2)c(=O)c1S(=O)(=O)c1ccccc1	33%	0%	?	45µM*	-27%	-5%	2%	?	42%[activator]
COC(=O)c1sc(-c2ccc(Cl)cc2)cc1NC(=O)COCC(=O)O	23%	-2%	263%[activator]	56µM*	-20%	-8%	-10%	-4	?
